GCN5L2 inh: blocks human GCN5L2 histone acetyltransferase. Q92830. GCN5L2 HAT assay, ThioGlo1 CoA-SH fluorescence. Potency, µM (top dose mostly 58.9 µM), without a hit: at the top dose activity change, negative = inhibition, hits mostly inhibitors. hit rate 0.21% among 390,000
Target sequence (Q92830 whole entry, looked up): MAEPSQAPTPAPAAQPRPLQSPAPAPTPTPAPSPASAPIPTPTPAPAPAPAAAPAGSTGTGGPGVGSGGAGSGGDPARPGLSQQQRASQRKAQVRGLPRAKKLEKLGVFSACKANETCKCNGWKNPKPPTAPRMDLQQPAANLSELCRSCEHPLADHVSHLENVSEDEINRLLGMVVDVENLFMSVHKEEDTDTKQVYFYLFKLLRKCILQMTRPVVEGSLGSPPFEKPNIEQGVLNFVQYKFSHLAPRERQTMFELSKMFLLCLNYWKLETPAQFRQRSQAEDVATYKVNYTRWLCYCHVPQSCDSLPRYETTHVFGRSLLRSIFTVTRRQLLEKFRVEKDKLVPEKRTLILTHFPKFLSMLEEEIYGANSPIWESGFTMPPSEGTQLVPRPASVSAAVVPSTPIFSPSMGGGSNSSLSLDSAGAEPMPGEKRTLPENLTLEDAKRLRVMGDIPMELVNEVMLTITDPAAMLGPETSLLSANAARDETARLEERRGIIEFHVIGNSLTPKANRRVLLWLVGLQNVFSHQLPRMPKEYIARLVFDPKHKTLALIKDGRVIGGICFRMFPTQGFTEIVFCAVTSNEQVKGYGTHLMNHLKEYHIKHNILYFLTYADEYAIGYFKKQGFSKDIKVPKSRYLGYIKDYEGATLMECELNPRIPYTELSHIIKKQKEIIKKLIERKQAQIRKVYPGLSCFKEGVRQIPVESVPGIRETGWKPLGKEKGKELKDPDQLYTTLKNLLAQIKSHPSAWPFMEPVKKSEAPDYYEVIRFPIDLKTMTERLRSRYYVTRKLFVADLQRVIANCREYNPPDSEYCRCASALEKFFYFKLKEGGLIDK
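Enzyme at 20nM final was mixed with library compounds for 15 min at room temperature. Peptide H3(1-25) at 75uM, acetyl-CoA at 70uM and ThioGlo1 at 50uM were then added. Plates were read immediately and after 20 min (Ex340nm/Em540nm).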
DT40 TDP1 no CPT: qHTS for Inhibitors of human tyrosyl-DNA phosphodiesterase 1 (TDP1): qHTS in cells in absence of CPT; hit rate 15% among 420,000; AID 686978, 2013; DT40 Tdp1-/- hTDP1 cells, no CPT, ATP luminescence, 48 h; Potency, µM (doses to about 46.2 µM), without a hit: top-dose activity change, negative = growth inhibition, usual class: inhibitors; note: nearly all actives have a fitted effect of over 55% in size
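DT40 Tdp1-/-;hTDP1 cells, no CPT (DMSO vehicle only), 400 cells/well; compounds pin-transferred; ≥48 hr, 37 °C; CellTiter-Glo 30 min RT dark, luminescence read.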
TDP1 inh: TDP1 (human) enzyme inhibition. Q9NUW8. Potency, µM (highest dose often 130 µM), without a hit: at the top dose activity change, negative = inhibition, actives largely listed as inhibitors. AID 485290. recombinant TDP1, AlphaScreen DNA substrate cleavage. hit rate 0.28% among 350,000; note: nearly all actives have a fitted effect of over 40% in size
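Here, a 5' biotin and 3' phosphotyrosine-FITC DNA oligonucleotide reports Tdp1 activity: intact substrate bridges AlphaScreen beads, while cleavage leaves a 3' phosphate and drops signal. All incubations at room temperature.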
An asterisk follows results filed as active; ? = inconclusive; / = not tested or not shown; & = joins results of further samples; [ ] = another dose, or the depositor's remark. Calls come from the whole dose curve; as a rule, active = well fitted curve in the direction sought with a large enough effect; inconclusive = small, poorly fitted or top-dose-only effect, or another doubt; inactive = no such curve, though single readings can be large; an effect the other way counts as inactive or inconclusive. % is set by controls: 0 for no effect and ±100 for the full control effect; potency is the fitted concentration of half-maximal effect. Not all compounds are listed; count on the stated rates, not on these rows.

Each structure is followed by: DT40 TDP1 no CPT	GCN5L2 inh	TDP1 inh
COc1cccc(CNC(=O)Cn2c(SCC(=O)Nc3ccc(C)c(C)c3)nc3ccccc32)c1
  ?	31%[activator]	4%
Cc1ccc2c(CN3CCC(C)CC3)cc(=O)oc2c1
  -22%	-2%	0%
Brc1cccc(-c2nnc3n2CCCCC3)c1
  -29%	-13%	4%
C[N+]1(C)CCC[C@H]1C(=O)[O-]
  /	47%[activator]	8%
Cc1ccc(S(=O)(=O)NCCC(=O)Nc2cccc(S(N)(=O)=O)c2)cc1C
  -8%	1%	9%
Cn1c[n+](C)cc1-c1ccc(/C(N)=N/O)cc1
  -17%	-4%	-1%
CC(=O)Nc1nnc(SCc2cc(=O)c(OC(=O)c3ccccc3)co2)s1
  1%	-3%	-5%
O=C(c1cc2ccccc2o1)N1CCN(c2ccccc2Cl)CC1
  ?	-21%	2%
CSc1nc(-c2ccccc2)[nH]c(=S)c1C(C)=O
  -1%	4%	7%
Cc1cc(C)cc(NC(=O)C2CCN(S(=O)(=O)c3cccc4nonc34)CC2)c1
  -19%	-1%	4%
CC(C)CC(=O)N1CCN(Cc2cccc([N+](=O)[O-])c2)CC1
  -17%	-23%	7%
c1ccc(-c2ncnc3cc4n(c23)CCC4)cc1
  ?	-3%	7%[56.1 µM]
CCOC(=O)c1ccccc1NS(=O)(=O)c1ccc(OC)cc1
  15µM*	-4%	-3%
CN1CC[n+]2c(CN3C(=O)c4ccccc4C3=O)csc21
  -24%	-11%	7%
CC(C)COc1ccc(C(=O)N2CCC(c3nc4ccccc4s3)CC2)cc1
  ?	-19%	-1%

Brought forward from above: 5 compounds; new compounds follow.
Each structure is followed by: DT40 TDP1 no CPT	GCN5L2 inh	TDP1 inh
CC(C)CC(=O)N1CCN(Cc2cccc([N+](=O)[O-])c2)CC1
  -17%	-23%	7%
c1ccc(-c2ncnc3cc4n(c23)CCC4)cc1
  ?	-3%	7%[56.1 µM]
CCOC(=O)c1ccccc1NS(=O)(=O)c1ccc(OC)cc1
  15µM*	-4%	-3%
CN1CC[n+]2c(CN3C(=O)c4ccccc4C3=O)csc21
  -24%	-11%	7%
CC(C)COc1ccc(C(=O)N2CCC(c3nc4ccccc4s3)CC2)cc1
  ?	-19%	-1%
Cc1cc(C)c(NC(=O)CS(=O)CC(=O)NCCN2CCCCCC2)c(C)c1 (centres undefined)
  -25%	-2%	9%
COc1cc2cc3c(N)c(C(=O)NCc4ccco4)sc3nc2cc1OC
  15µM*	-19%	6%
Cc1cccc(NC(=O)CCNS(=O)(=O)c2ccc3c(c2)CCN3C(=O)C2CC2)c1
  21µM*	-3%	2%
Cc1ccc2c(c1)[nH]c1c(N3CCN(Cc4ccccc4)CC3)ncnc12
  4.6µM*	6%	3%
Cc1c(OCC(=O)NC(Cc2ccc(Cl)cc2)C(=O)O)ccc2c(-c3ccccc3)cc(=O)oc12 (centres undefined)
  9%	?	/
Cc1ccc(-n2c(-c3ccc(Br)cc3)nc3c(cnn3-c3ccccc3)c2=O)cc1
  21µM*	-10%	-15%[12.3 µM]
Nc1c(-c2cccs2)cnc2c(-c3ccc(F)cc3)cnn12
  ?	10%	/
CCN(c1ccccc1)S(=O)(=O)c1ccc(OC)c(NC(=O)CNCC(C)O)c1 (centres undefined)
  -19%	-7%	-2%
CCC(=O)Nc1cccc2c1C(=O)N(C)C2=O
  -14%	-9%	-5%
COc1ccc(-c2nnn(Cc3ccccc3F)n2)cc1
  ?	0%	/
C=CCOc1c(OC)cc(Cl)cc1C1NC(=O)NC(C)=C1C(C)=O (centres undefined)
  -18%	/	-7%
Cc1nn(CC(=O)NCCc2cccs2)c(=O)c2nn(-c3ccccc3)c(C)c12
  18%	2%	5%
COC(=O)c1ccc(NC(=S)NC(=O)c2cccnc2)cc1
  -12%	-2%	2%
CCn1cc(C(=O)N2CCN(c3ccccc3OC)CC2)c2cc(OC)c(OC)cc2c1=O
  ?	-1%&1%	-1%&6%
O=C(CCCCN1CCCCC1)c1ccc2c(c1)Cc1ccccc1-2
  21µM*	24%	1%
CCC(=O)N(CC(=O)Nc1sc(C)c(C)c1C(N)=O)C1CCCC1
  13µM*	2%	5%
O=C1CN(C(=O)COc2ccccc2Cl)c2ccccc2N1
  -7%	-3%	1%
O=C(CCN1C(=O)c2ccccc2S1(=O)=O)Nc1nc2c(s1)CCCC2
  ?	-2%	7%
CC(C)=CC(=O)OCc1cc([N+](=O)[O-])cc2c1OCOC2
  -12%	-2%	0%
CSc1nnc(-c2cnccn2)n1Cc1ccccc1
  -1%	-26%	2%
Cc1ccc(-n2cc(CN3CCC(CO)(Cc4cccc(C(F)(F)F)c4)CC3)cn2)cc1
  21µM*	1%	/
CNc1ccc(-c2nc3ccccc3s2)cc1
  /	-15%	5%
C/C(N)=C(/C#N)C(=O)COC(=O)CSc1ccc2ccccc2c1
  -4%	0%	-5%
CC(=O)Nc1ccc(NC(=O)c2c(C)noc2C)cc1
  5%	-17%	3%
Cc1ccccc1S(=O)(=O)/N=C(/Nc1c(C)n(C)n(-c2ccccc2)c1=O)c1ccccc1
  0%	-1%	7%
CCOC(=O)c1ccc(S(=O)(=O)N2CCC(C(=O)NCc3ccccc3OC)CC2)cc1
  -26%	-4%	0%
O=C(O)c1c(F)c(F)cc2ccccc12
  4%	-2%	1%[56.1 µM]
COc1ccc(N(C)C(=O)c2ccc(NC(=O)CCS(=O)(=O)c3cccs3)cc2)cc1
  6%	-1%	4%
CCC(=O)N1c2ccc(S(=O)(=O)CCC(=O)N3CCN(c4ccccc4F)CC3)cc2CC1C (centres undefined)
  16µM*	-14%	/
Cc1nn2c(=O)cc(COC(=O)c3ccc(NC(=O)c4ccc(C(C)(C)C)cc4)cc3)nc2s1
  16µM*	2%	-9%
O=C(Nc1cccc(Cl)c1)Nc1ccon1
  -28%	-39%	1%[56.1 µM]
Cc1cc(C)n(-c2ccc(C(=O)Nc3ccc4c(c3)OCO4)cc2)n1
  ?	-8%	7%
O=C(OCC(=O)N1CCN(Cc2ccccc2)CC1)c1cc(Cl)ccc1[N+](=O)[O-]
  0%	-12%	2%
CCOc1cc(CN2CCN(CCc3ccccc3)C(CCO)C2)ccc1OC (centres undefined)
  ?	-2%	0%
COc1ccc(S(=O)(=O)N2CCN(CC(=O)Nc3cccc(F)c3)CC2)cc1
  -3%	-5%	6%
O=C(Nc1cccc(C(F)(F)F)c1)c1sc(Cl)nc1C(F)(F)F
  10µM*	-10%	/
CCOc1ccc(N2CCCn3c2nc2c3c(=O)n(CCc3ccccc3)c(=O)n2C)cc1
  /	-12%	-2%
COCC1CCN(C(=O)c2cc(COc3ccc(C)c(C)c3)on2)C1 (centres undefined)
  -11%	-2%	2%
CCc1ccc(NC(=O)c2ccc(-n3cncn3)c([N+](=O)[O-])c2)cc1
  -26%	5%	/
Cc1cccc(N2CCN(C(=O)CN3C(=O)NC(C)(C4CC4)C3=O)CC2)c1C (centres undefined)
  ?	-4%	-1%
O=C(NC1CCS(=O)(=O)C1)/C(=C\c1ccco1)NC(=O)c1ccccc1 (centres undefined)
  -8%	-6%	0%
O=C(COC(=O)c1ccc(O)cc1)c1ccc2c(c1)OCCO2
  -21%	?	-5%[0.505 µM]
O=C(CCn1c(=O)sc2ccccc21)Nc1nc2ccccc2s1
  ?	-4%	2%
COc1ccc(CN2C(=NC(=O)CCC3CCCC3)SC3CS(=O)(=O)CC32)cc1 (centres undefined)
  -15%	-6%	-5%
Nc1cc(N)nc(SCc2cc([N+](=O)[O-])cc3c2OCOC3)n1
  -16%	-5%	3%
CC[C@@H](C)[C@H](CNC)NC[C@@H](Cc1cccc2ccccc12)NCCc1cccc(C(F)(F)F)c1
  ?	-1%	/
CCn1c(=O)c2c(nc3n2CCCN3Cc2ccccc2)n(C)c1=O
  ?	-13%	/
CCOC(=O)C1CCN(C(=O)C2(NC(=O)Nc3ccccc3Cl)CCCCC2)CC1
  -9%	-2%	2%
COc1ccc(CNCCSc2nnnn2C)c(OC)c1OC
  3%	-7%	-3%
O=C(CS(=O)(=O)c1ccc(Cl)cc1)Nc1nc2ccc(Br)cc2s1
  23µM*	-3%	5%
Cc1sc2nc(SCC(=O)NCc3cccs3)[nH]c(=O)c2c1C
  -2%	0%	2%
CC(C)[C@H](CO)Nc1nc(Nc2cc(N)cc(Cl)c2)c2ncn(C(C)C)c2n1
  3µM*	-14%	21%[56.1 µM]
Cc1cccc(N2C(=O)c3cccc4c(N)ccc(c34)C2=O)c1
  -26%	-14%	-5%
COc1cc(/C=C2\C(=N)N3N=CSC3=NC2=O)ccc1OS(=O)(=O)c1ccccc1[N+](=O)[O-]
  ?	?	8%
CN(C)c1ccc(S(=O)(=O)N2CCCCC2)cc1NC(=O)CCNC(=O)c1ccco1
  ?	-4%	1%
O=C(COc1ccc2ccc(=O)oc2c1)NC1CCN(Cc2ccccc2)CC1
  -6%	?	0%
COc1ccc(OC)c(CCNC(=O)c2ccc3[nH]c(C)c(C)c3c2)c1
  21µM*	-10%	13%
COc1ccccc1N(CC(=O)NC(C)(C)C)C(=O)C1CSC(=O)C1 (centres undefined)
  2%	-2%	-2%
CC1Sc2ccc(S(=O)(=O)N3CCC(C(=O)N(C)Cc4ccco4)CC3)cc2NC1=O (centres undefined)
  ?	-4%	4%
Oc1ccccc1-c1nc(/C=C/c2ccc(F)cc2)no1
  -29%	-1%	2%

Additional compounds
Each structure is followed by: DT40 TDP1 no CPT	GCN5L2 inh	TDP1 inh
CN(CCOc1ccc(Br)cc1)CC(=O)Nc1cccc(S(=O)(=O)NC2=NCCC2)c1
  ?	2%	8%
CCOc1ccc(CNC(=O)C(=O)c2cn(CC(=O)N3CCOCC3)c3ccccc23)cc1OC
  10%	?	4%
COc1ccc(OC)c(/C=C2\SC(=S)N(N3CCOCC3)C2=O)c1
  ?	3%	-5%
O=C(O)C1=CC(O)[C@@H](O)C(O)C1 (some centres undefined)
  -2%	1%	4%[56.1 µM]
Cc1nc2ccc(S(=O)(=O)Nc3ccccc3C)cc2s1
  18µM*	-14%	4%
COc1ccc(C2=CC(c3cccc(C)c3)n3nnnc3N2)cc1 (centres undefined)
  16µM*	2%	4%
O=c1nc(-c2ccccc2)cc(C(F)(F)F)[nH]1
  -17%	3%	-2%
O=C(COC(=O)c1cc(-c2ccccc2)nc2c(Cl)cccc12)c1ccc(F)cc1
  ?	-11%	/
CC1(C)CC(=O)C(C=NC(CCC(N)=O)C(=O)O)=C(O)C1 (centres undefined)
  ?	1%	0%
COc1ccc(-n2cnnc2SCC(=O)NC2CCCCC2)cc1
  1%	-1%	2%
C/C(=N\Nc1ccc(C(F)(F)F)cn1)c1ccncc1
  -7%	-7%	4%
CCN(C(=O)CCc1nc(-c2ccc(C)cc2)no1)c1cc(C)ccc1C
  23µM*	-6%	-5%
COc1ccccc1C1=NOC(Cn2c(NCCCO)nc3c2c(=O)n(C)c(=O)n3C)C1 (centres undefined)
  ?	-2%	/
O=C(NCCC1=CCCCC1)c1ccc2c(c1)N(Cc1ccccc1)C(=O)c1ccccc1S2=O (centres undefined)
  ?	-5%	2%
COc1ccc2c(c1)cc(C(=O)N[C@@H](Cc1ccccc1)C(=O)O)n2C
  -24%	-15%	/
O=C1c2ccccc2NC(c2c(Cl)cccc2Cl)N1Cc1ccccc1 (centres undefined)
  18µM*	-27%	4%
CC(C)c1ccc(N(CC(=O)NCC2CCCO2)C(=O)CCC(=O)Nc2nccs2)cc1 (centres undefined)
  -20%	-7%	/
COc1cccc(NC(=O)c2sc(-n3nc(C)c(Cc4ccccc4Cl)c3C)nc2C)c1
  ?	-7%	4%
CC(=O)NC(=S)Nc1ccc(NC(=O)c2cccs2)cc1
  ?	-2%	5%
Cc1ccc(CNc2oc(-c3ccco3)nc2S(=O)(=O)c2ccccc2)cc1
  ?	-16%	5%
CC(C)c1nc(SCC(=O)N2CCc3ccccc32)n[nH]1
  2%	-3%	1%
CC(C)[C@@H](C(=O)O)N(Cc1cccc(CN([C@H](C(=O)O)C(C)C)S(C)(=O)=O)c1)S(C)(=O)=O
  -14%	-3%	/
O=S(=O)(NCC(c1cccnc1)N1CCN(Cc2ccccc2)CC1)c1ccc(F)cc1 (centres undefined)
  -30%	-12%	2%
Cc1nn(Cc2ccccc2)c(C)c1NC(=O)CSc1nnc(-c2cc(Cl)ccc2O)n1C
  -30%	-9%	5%

Source: PubChem BioAssay
